# West Nile antiviral: West Nile virus antiviral activity, cell-based, CPE readout (AID 1621). West Nile virus-infected cells, CPE inhibition; higher % means a stronger effect. CPE inhibition, % at 10 µM, or IC50 in µM where a hit was titrated. 0.02% of 290,000 active; in the data active = a potency from the dose series; inconclusive = CPE inhibition mostly from about 3.7% at the one dose, without a potency; inactive = the rest, 99 in 100 with CPE inhibition below about 2.2%; note: strong numbers were not always called active
# Yfh1-off respiration: enhancers of respiration in Yfh1-depleted yeast, dose response, Friedreich's ataxia, plus single-dose screen (AID 1465); S. cerevisiae Yfh1-off respiration, WST-1 reduction, 72 h; higher fold induction means a stronger effect; one-dose fold induction at 50 µM; EC50 in µM for titrated hits; 0.074% of 220,000 active;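 active = fold induction of absorbance versus untreated yeast above a set limit, then at least 30% activation at any dose in follow-up; inconclusive = repeats straddling the limit, or above it without dose testing; inactive = fold induction below the set limit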;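 note: activators that raise dye reduction in frataxin-depleted yeast; strong numbers were not always called active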
# human PMI inhibitors: human PMI inhibitors, high substrate, primary screen, biochemical, fluorescence intensity, high mannose 6-phosphate (AID 1220); Mannose-6-phosphate isomerase (Homo sapiens); recombinant PMI enzyme, coupled fluorescence intensity; higher % means a stronger effect; one-dose inhibition, % at 20 µM; IC50 in µM for titrated hits; 0.66% of 190,000 active; in the data active = inhibition above about 50%
# ER stress rescue: rescue of cells from ER stress-induced death, primary screen, 384-well, CSM14.1, thapsigargin, ATP luminescence (AID 1222); CSM14.1 thapsigargin-induced death rescue, ATP luminescence; higher % means a stronger effect; one-dose cellular ATP content (survival), % at 20 µM; EC50 in µM for titrated hits; 190,000 tested, under 10 active;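 active = EC50 below 50 µM in the dose-response confirmation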;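 note: death triggered by thapsigargin at about 15 µM added after 2 h compound pretreatment; cell ATP read after overnight thapsigargin exposure of roughly 18 to 22 hours; normalized against plate controls of thapsigargin alone and 5% DMSO vehicle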
# P. falciparum M17LAP: P. falciparum M17LAP inhibitors, primary screen, biochemical, fluorogenic H-Leu-NHMec substrate, 1536-well (AID 1619); Leucine aminopeptidase (Plasmodium falciparum (isolate 3D7)); recombinant M17LAP, H-Leu-NHMec fluorogenic kinetic assay; higher % means a stronger effect; one-dose inhibition, % at 30 µM; IC50 in µM for titrated hits; 0.38% of 220,000 active;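 active = compound inhibiting the enzyme by more than half at any dose during confirmatory dose-response retesting; inconclusive = strong single-dose inhibitors picked by rank but not retested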;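 note: plate controls were full reaction with DMSO carrier for no effect and no enzyme background for full effect; strong numbers were not always called active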
# PhoP inhibition: inhibitors of PhoP regulon expression, primary screen, Salmonella Typhimurium, GFP reporter (AID 1863). 0.16% of 300,000 active. S. Typhimurium PhoP-regulated promoter GFP reporter, 4 h; higher % means a stronger effect. one-dose inhibition, % at 50 µM; IC50 in µM for titrated hits;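 active = inhibition over 29.93%, a cutoff 3 SD above the screen mean, later confirmed by dose response; inconclusive = inhibition over 29.93% but no dose response follow-up; inactive = inhibition at most 29.93% or unconfirmed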;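 note: 0% = low Mg2+ inducing control and 100% = high Mg2+ repressing control; strong numbers were not always called active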
# SIAH1 antagonists: Siah-1 peptide-binding antagonists, primary screen, biochemical, fluorescence polarization, rhodamine-plectin, uHTS (AID 1817). E3 ubiquitin-protein ligase SIAH1 (Homo sapiens). Siah-1 / rhodamine-plectin peptide fluorescence polarization; higher % means a stronger effect. one-dose displacement, % at 20 µM; IC50 in µM for titrated hits. 0.02% of 290,000 active;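 active = displacement of at least 50% at 20 µM, with a fluorescence ratio check between 0.3 and a set limit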;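 note: plate controls were Siah plus tracer with DMSO for no effect and tracer alone without Siah for full effect; strong numbers were not always called active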
# XIAP displacement: XIAP antagonists, biochemical, IAP family, fluorescence polarization (AID 1018); E3 ubiquitin-protein ligase XIAP (Homo sapiens); XIAP BIR domain, fluorescence polarization peptide displacement; higher % means a stronger effect; displacement, % at 20 µM; hits with a dose series show IC50 in µM; 0.007% of 200,000 active; in the data active = displacement above about 50%; note: a part of the inactive calls stands beside numbers as strong as those of hits
# P. falciparum M1AAP: P. falciparum M1AAP inhibitors, biochemical, fluorogenic H-Leu-NHMec substrate, 1536-well (AID 1445); Aminopeptidase N (Plasmodium falciparum (isolate 3D7)); recombinant M1AAP, H-Leu-NHMec fluorogenic kinetic assay; higher % means a stronger effect; one-dose inhibition, % at 30 µM; IC50 in µM for titrated hits; 0.42% of 220,000 active;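 active = primary inhibition above the hit cutoff, then over 50% inhibition at one or more dose response concentrations, cut at about 23% in these data, passing the limit was not always enough; inconclusive = conflicting primary data, or primary hits not chosen for dose response; inactive = low primary inhibition, or under 50% at every dose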;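 note: plate controls were DMSO full reaction for no effect and no enzyme background for full effect; strong numbers were not always called active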
# * = called active by the depositor; i = inactive; ? = inconclusive; · = not tested or not shown. Rows are unselected, and some 1.6% of all compounds hit somewhere here.
compound | West Nile antiviral | Yfh1-off respiration | human PMI inhibitors | ER stress rescue | P. falciparum M17LAP | PhoP inhibition | SIAH1 antagonists | XIAP displacement | P. falciparum M1AAP
COc1ccccc1OCCNC(=O)c1ccccc1C | -0.6% | i | 3.1% | 2.5% | 9.6% | 2.4% | 6.0% | -1.9% | -2.1%
Cn1nc(C(=O)N2CCN(S(=O)(=O)/C=C/c3ccccc3)CC2)c2ccccc2c1=O | 0.5% | i | 10.1% | -1.7% | 7.3% | -3.1% | 0.1% | -8.9% | 10.2%
O=C(Nc1cccc(C(F)(F)F)c1)c1csc(-c2ccncc2)n1 | -1.1% | i | 10.0% | 0.0% | -1.2% | 2.4% | 9.1% | -1.1% | 0.7%
COCCSc1ccccc1C(=O)Nc1ccc2c(c1)OCO2 | 0.4% | i | -2.1% | 0.5% | 1.6% | -0.6% | 1.5% | -4.6% | -0.1%
COc1ccccc1OCCNc1nc2c(c(=O)n(C)c(=O)n2C)n1C | 0.3% | i | -17.0% | -4.8% | -1.8% | 7.3% | 3.5% | -4.2% | 0.0%
Cc1ccc(N2C(=O)CC(NCc3ccc4c(c3)OCO4)C2=O)cc1Cl (stereo unspecified) | 0.5% | i | 14.5% | -1.4% | -5.7% | -5.9% | 1.5% | -5.1% | 10.2%
COc1ccc(Oc2ccc(S(=O)(=O)N3CCCCC3)cc2S(=O)(=O)N2CCCCC2)cc1 | -0.4% | i | · | · | 13.2% | -5.3% | -0.4% | · | 2.5%
O=C1/C(=C/c2cccs2)SC(=S)N1N1CCOCC1 | 0.2% | i | · | · | 1.2% | -9.4% | 1.5% | · | -0.4%
CCn1c(CC(=O)Nc2ccccc2OC)nnc1SCC(=O)Nc1ccccc1F | 0.6% | i | 11.9% | 1.6% | -0.9% | 3.2% | -1.9% | -5.2% | -3.4%
O=C(c1ccccc1)c1nc2c(n1O)CCCCC2 | 0.4% | i | 12.3% | 1.0% | 23.0% | -1.9% | -3.0% | -12.9% | 10.3%
CCCC(=O)Nc1nnc(-c2ccc3c(c2)OCCO3)o1 | 2.3% | i | 8.0% | · | -1.6% | 5.0% | -0.3% | -2.1% | 0.5%
CCC(=O)c1ccc(OCC(O)CNC(C)c2ccccc2)cc1 (stereo unspecified) | -0.9% | i | -7.9% | -1.4% | 8.0% | 10.4% | 4.2% | 14.5% | -6.6%
N#Cc1c(Nc2ccc(F)cc2)sc(C(=O)c2ccccc2)c1N | 0.2% | i | -7.3% | -2.2% | 3.5% | 6.9% | 9.0% | -2.8% | 2.6%
CCCN1C(=O)/C(=C/c2c(N3CCNC(=O)C3CC(=O)OCC)nc3c(C)cccn3c2=O)SC1=S (stereo unspecified) | ? | i | · | · | 24.9% | -45.1% | 41.2% | · | 34.1µM*
Fc1ccccc1OCCCCCN1CCCC1 | 0.9% | i | 4.0% | -1.7% | 2.3% | 11.9% | -0.3% | -1.6% | -1.4%
CCOC(=O)c1ccc(NC(=S)N2CCC(C(N)=O)(N3CCCCC3)CC2)cc1 | -1.3% | i | 20.8% | -2.0% | 22.4% | 0.0% | 0.6% | -4.0% | 5.0%
COC(=O)C1=C(C(=O)OC)[C@@H]2N(C)c3ccc(OC)cc3[C@@]23C[C@@H](C(=O)OC)N(S(=O)(=O)c2ccc(OC)cc2)C3=N1 | -0.1% | i | · | · | -2.0% | -1.1% | -3.2% | · | 0.7%
COc1ccc(NC(=S)NC2CCCCCC2)c(OC)c1 | -1.2% | i | -0.3% | -2.1% | -2.4% | 11.6% | -2.9% | -3.7% | -3.5%
CCN1CCN(Cc2nc3c(c(=O)n(C)c(=O)n3C)n2CCCc2ccccc2)CC1 | · | · | 5.0% | -2.0% | · | · | 1.1% | -1.6% | ·
CCN1C(=O)N(C(C)=O)C2C1N(C(C)=O)C(=O)N2C(C)=O (stereo unspecified) | 0.5% | i | -1.3% | 0.0% | 13.8% | 7.0% | 15.5% | -2.3% | 0.1%
CC(C)C(C)(C#N)NC(=O)CSc1nnc(-c2ccncc2)n1Cc1ccccc1 (stereo unspecified) | -0.4% | i | -0.1% | -1.3% | -2.8% | 0.2% | 0.8% | -9.3% | -1.2%
COc1ccc(/C=N/n2cnc3c([nH]c4ccc(C)cc43)c2=O)cc1CN1CCCC1 | -1.4% | i | · | · | 8.3% | -1.3% | 9.8% | · | 3.7%
O=C(Cc1ccccc1[N+](=O)[O-])NCCCN1CCOCC1 | 0.2% | i | -2.3% | 1.6% | 5.6% | -1.8% | 3.4% | -1.9% | 1.4%
CSc1ccc(C#N)cc1NC(=O)c1ccc(Cl)cc1 | 0.2% | i | 3.5% | -2.5% | 0.4% | 8.0% | -4.7% | -5.9% | 3.7%
Cc1c(C(=O)Nc2ccc(Oc3ccccc3)cc2)sc2nc3n(c(=O)c12)CCC3 | ? | i | 10.4% | -1.6% | 6.9% | -16.4% | 2.8% | -15.9% | 9.0%
COc1ccc(CCNC(=O)CSCC(=O)Nc2ccccc2)cc1OC | 0.0% | i | · | · | 4.3% | -8.6% | 8.3% | · | 4.3%
CN(C)S(=O)(=O)c1cc(C(=O)NCCCn2ccc3ccccc32)ccc1Cl | -0.9% | i | -10.8% | 1.7% | 2.1% | -14.6% | -5.3% | -4.5% | 11.7%
C[N+]1(CC(=O)OC2CCCCCCCCCCC2)CCCC1 | 0.9% | i | -24.8% | -0.8% | 4.8% | 5.0% | 8.6% | -5.2% | 32.9%
COc1ccccc1/C=C(/C(=O)OCC(=O)NCc1ccccc1)c1ccccc1 | -1.5% | i | 16.9% | -2.8% | -11.2% | -2.4% | 2.7% | -0.7% | 5.1%
O=C(CS(=O)CC(=O)N(c1cccc(F)c1)C(C(=O)NC1CCCCC1)c1ccco1)Nc1ccc(F)cc1 (stereo unspecified) | -1.1% | i | -6.4% | 1.8% | 5.3% | -8.6% | 15.3% | -5.8% | 6.4%
Cn1cccc1C(=O)NC(=O)COC(=O)c1ccccc1O | -0.5% | i | 1.1% | 0.9% | -5.3% | -0.8% | -5.0% | -3.4% | 5.0%
O=C(Nc1ccc2oc(-c3ccccc3)nc2c1)c1cccnc1 | 0.1% | i | 6.0% | -1.8% | -1.1% | -6.8% | 1.9% | -3.4% | -1.4%
COc1cc(NC(=S)NCc2ccco2)cc(OC)c1OC | -0.5% | i | 21.8% | -0.7% | -10.7% | -5.1% | -0.7% | -5.3% | 0.2%
COc1ccccc1-c1nnc(Sc2nc([N+](=O)[O-])nn2C)o1 | 2.4% | i | -0.9% | -3.8% | 8.1% | -0.6% | 0.2% | -1.1% | 1.5%
O=C1CC(=O)C(n2cncn2)C(c2cccc(Cl)c2)C1 (stereo unspecified) | 0.3% | i | 7.7% | -1.3% | -45.4% | -7.3% | -3.7% | -2.7% | 11.9%
CC(C)(C)c1ccc(NC(=O)CSc2nnc(-c3n[nH]c4ccccc34)o2)cc1 | 0.1% | i | 12.3% | -3.2% | 9.7% | 10.7% | -8.6% | -10.1% | 4.0%
COc1ccc(-c2cc(C(=O)NCc3ccco3)no2)cc1OC | 0.0% | i | -5.5% | -0.6% | -1.6% | 14.7% | -1.4% | 1.6% | 1.3%
CCOC(=O)C1=C(Nc2ccc(OC)cc2)OCC1=O | 0.1% | i | · | · | -10.3% | -3.3% | 4.7% | · | 1.5%
O=S(=O)(Nc1nc2c(s1)CCCC2)c1ccc2ccccc2c1 | -0.1% | i | 13.3% | 0.0% | 9.0% | 2.5% | 14.0% | -4.1% | 10.3%
CCOC(=O)N1CCN(C(=O)Nc2ccc(NC(=O)N3CCN(C(=O)OCC)CC3)cc2)CC1 | -0.1% | i | · | 7.3% | -13.5% | 5.2% | 6.1% | -3.4% | 10.4%
Cc1cccc(C)c1OC(=O)CN(c1ccc(Cl)cc1)S(C)(=O)=O | -0.6% | i | 14.2% | -2.2% | 1.0% | 5.5% | 2.3% | -3.4% | 3.8%
COc1ccc(S(=O)(=O)N2CCOCC2)cc1Cl | 1.6% | i | -9.7% | -3.3% | -1.1% | 4.2% | 6.1% | -4.3% | 4.0%
CCCc1cc(C(=O)N2CCN(C(c3ccccc3)c3ccccc3)CC2)no1 | -0.3% | i | 12.8% | 0.8% | 2.5% | -6.7% | -4.8% | -3.2% | 6.2%
O=C(CCc1ccc(S(=O)(=O)N2CCOCC2)cc1)Nc1ccc(N2CCOCC2)cc1 | 0.6% | i | -3.2% | 1.1% | 4.7% | -2.4% | 1.0% | -6.9% | 3.5%
CCOc1ccc2nc(N/C(N)=N/S(C)(=O)=O)nc(C)c2c1 | 0.1% | i | · | · | 8.3% | -6.8% | 3.8% | · | 3.9%
O=C(Nc1ccccn1)c1cccc(S(=O)(=O)N2CCOCC2)c1 | 0.0% | i | 3.1% | 0.3% | -10.8% | 3.6% | -3.7% | 4.2% | -6.2%
CCOC(=O)NC(Nc1ccc(S(N)(=O)=O)cc1)(C(=O)OCC)C(F)(F)F (stereo unspecified) | -0.1% | i | 10.5% | -3.0% | -9.4% | 0.6% | -3.3% | -5.3% | -2.9%
Cc1nn(-c2ccccc2)c(C)c1/C=N/NC(=O)c1cc(C23CC4CC(CC(C4)C2)C3)[nH]n1 | 0.4% | i | 8.5% | 1.2% | 6.0% | 27.5% | -4.6% | -3.5% | 8.1%
O=C(NCCc1ccc(Cl)cc1)C1CCN(S(=O)(=O)c2ccc(Br)s2)CC1 | -0.3% | i | 12.9% | -2.2% | 1.1% | -9.3% | 0.5% | -7.5% | 4.8%
Cc1csc(N(C(=O)CCNC(=O)c2ccc([N+](=O)[O-])cc2)c2ccccc2)n1 | -0.9% | i | 7.3% | -2.1% | 10.3% | 2.8% | -0.9% | -4.2% | 8.4%

# Among those listed so far, 2 contain a CF3 group:
compound | West Nile antiviral | Yfh1-off respiration | human PMI inhibitors | ER stress rescue | P. falciparum M17LAP | PhoP inhibition | SIAH1 antagonists | XIAP displacement | P. falciparum M1AAP
O=C(Nc1cccc(C(F)(F)F)c1)c1csc(-c2ccncc2)n1 | -1.1% | i | 10.0% | 0.0% | -1.2% | 2.4% | 9.1% | -1.1% | 0.7%
CCOC(=O)NC(Nc1ccc(S(N)(=O)=O)cc1)(C(=O)OCC)C(F)(F)F (stereo unspecified) | -0.1% | i | 10.5% | -3.0% | -9.4% | 0.6% | -3.3% | -5.3% | -2.9%
